# Screens deposited in PubChem BioAssay by several laboratories.
# cardiac RTF act: cardiac RTF calcium sensitization; P19429+P45379; IANBD-labeled TnC RTF fluorescence at EC20 calcium; 0% EC20 calcium, 100% full calcium; activation, % at 7.2 µM; hit rate 0.24% among 340,000;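 active means activation above the mean over all tested compounds plus 3 SD, cut at about 30% in these data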;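 further: rise in fluorescence read as greater calcium sensitivity of cardiac thin filaments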
# Arr AP2 block: inhibitors of human beta-arrestin and AP2 interaction; AID 504490; inhibition, % at 10 µM; FITC-arrestin peptide / GST-AP2 beads, flow cytometry; AP2 beta2 appendage carries R879A mutation; hit rate 0.31% among 340,000;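 active means inhibition above a set limit, near 3 SD of compounds lacking own fluorescence, cut at about 54% in these data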;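 further: plate controls were DMSO wells for no effect and 5 µM unlabelled arrestin peptide for full effect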
#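 System: GST-AP2 R879A glutathione beads; medium: PBS, Tween 20 0.05%, BSA 0.1%; reagent: fluorescein-tagged arrestin peptide at 50 nM final; schedule: pre-incubation 12 min, peptide binding 1 h, room temperature; detection: flow cytometry, FL1 (488/535 nm); read-out: inhibition as reduced fluorescein signal on beads, percent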
# Cardiac RTF inh: cardiac RTF calcium desensitization. P19429+P45379. IANBD-labeled cardiac RTF, Ca2+ fluorescence. inhibition, % at 7.15 µM. hit rate 0.12% among 340,000;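 active means inhibition above the mean inhibition of all tested compounds plus 3 SD, cut at about 17% in these data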;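 further: assay run at fixed EC70 calcium of 1.6 mM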
# OPRM1-OPRD1 ag: agonists of human mu-delta opioid receptor heterodimerization; cells, OPRM1-OPRD1 heterodimerization, luminescence; activation, % at 9.3 µM; hit rate 0.3% among 340,000; AID 504326; in the data active means activation above about 18%;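 further: 0% = vehicle-treated cells and 100% = reference agonist; values of inactives mirror those of a sister screen read the other way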
# Target sequence (P35372 whole entry, looked up): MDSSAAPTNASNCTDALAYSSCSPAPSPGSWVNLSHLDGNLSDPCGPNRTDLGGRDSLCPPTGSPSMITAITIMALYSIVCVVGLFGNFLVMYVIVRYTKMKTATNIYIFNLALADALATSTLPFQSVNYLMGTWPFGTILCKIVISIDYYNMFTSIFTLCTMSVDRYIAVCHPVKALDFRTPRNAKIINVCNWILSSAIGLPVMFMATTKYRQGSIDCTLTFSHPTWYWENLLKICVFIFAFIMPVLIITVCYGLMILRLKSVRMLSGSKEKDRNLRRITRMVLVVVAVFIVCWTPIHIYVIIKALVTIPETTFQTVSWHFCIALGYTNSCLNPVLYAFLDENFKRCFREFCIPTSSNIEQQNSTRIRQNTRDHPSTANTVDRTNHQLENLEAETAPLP
# Target sequence (P41143 whole entry, looked up): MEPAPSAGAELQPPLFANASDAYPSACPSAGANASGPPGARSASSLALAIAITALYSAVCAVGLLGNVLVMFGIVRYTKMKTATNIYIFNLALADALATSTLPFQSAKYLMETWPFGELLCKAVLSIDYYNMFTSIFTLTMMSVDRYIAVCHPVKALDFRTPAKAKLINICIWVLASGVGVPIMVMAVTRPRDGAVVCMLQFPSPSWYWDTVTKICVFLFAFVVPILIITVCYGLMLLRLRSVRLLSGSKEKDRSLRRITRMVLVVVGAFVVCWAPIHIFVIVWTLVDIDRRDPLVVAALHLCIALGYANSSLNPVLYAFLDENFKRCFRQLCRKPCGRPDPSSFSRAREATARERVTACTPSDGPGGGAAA
# V-ATPase pHluor: regulators of yeast V-ATPase proton transport; S. cerevisiae, pHLuorin cytosolic pH fluorescence; response, % at 10 µM; hit rate 0.37% among 350,000; in the data active means response mostly above about 7.3%, no sharp cut-off; inactive means mostly below about 5.4%; further: actives read high; inactives centre near 0; some compounds called inactive have numbers as strong as hits; reference of the scale not given here
# MOR-DOR inv ag: inverse agonists of human mu-delta opioid receptor heterodimerization; cell-based MOR-DOR heterodimer luminescence, inverse agonism; inhibition, % at 9.3 µM; hit rate 0.21% among 340,000; AID 504357; in the data active means inhibition above about 22%, passing the limit was not always enough;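 further: 0% = cells with DMSO and 100% = wells without cells with DMSO; values of inactives mirror those of a sister screen read the other way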
# Wnt bcat act: Wnt/beta-catenin pathway activation | Wnt/beta-catenin reporter cell assay, activator, plate reader | activation, % at 9.35 µM | hit rate 1.2% among 300,000 | AID 743398; in the data active means activation above about 30%, passing the limit was not always enough;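 further: 0% = neutral control wells and 100% = positive control wells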
# Pemphigus Ab inh: blocks pemphigus antibody binding to human desmoglein-3; DSG3-coupled beads, scFv-anti-DSG3-GFP binding, flow cytometry; active compounds read low; binding (percent of control), % at 10 µM; hit rate 0.48% among 310,000; P32926; AID 588358;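 active means binding more than 3 SD below its plate's average and above zero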;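 further: hits lower antibody fragment binding to DSG3; some compounds called inactive have numbers as strong as hits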
# Keap1 Nrf2 FP: inhibitors of human Keap1-Nrf2 protein-protein interaction; Q14145; Keap1 Kelch-Nrf2 peptide fluorescence polarization, 1536-well; inhibition, % at 9.4 µM; hit rate 0.15% among 340,000; in the data active means inhibition above about 12%;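 further: human Keap1 Kelch domain with fluorescein labeled Nrf2 9mer peptide probe; 0% = neutral control wells and 100% = peptide positive control; higher means more block of Keap1 binding to Nrf2 peptide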
# C-LANA FP: KSHV C-LANA DNA binding inhibition. MBP-C-LANA/FAM-LBS DNA binding, fluorescence polarization. inhibition, % at 9 µM. hit rate 0.078% among 340,000. AID 504423;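 active means highest replicate inhibition at or above 60% at 9 µM, even if other replicates fall short; inactive means all replicates below 60% inhibition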;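 further: 0% = neutral control wells and 100% = 4 µM acridine orange control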
# Active calls of the source: *; . = not tested or not shown.
item	Structure	cardiac RTF act	Arr AP2 block	Cardiac RTF inh	OPRM1-OPRD1 ag	V-ATPase pHluor
1	CCN(CCn1cccn1)C(=O)c1ccc2nc(Cc3ccc(OC)cc3)oc2c1	1	-12	4	-3.5	1
2	O=C(NNC(=O)C1CC2CCC1C2)c1ccccc1 (centres undefined)	5	0	4	0.6	2
3	COc1ccc(C(=O)OCC(=O)NC23CC4CC(CC(C4)C2)C3)c(OC)c1OC	7	3	-9	0.2	-4
4	NS(=O)(=O)c1ccc(CCNC(=O)c2ccc3nc4ccc(Cl)cc4c(=O)n3c2)cc1	2	1	-6	-0.7	-3
5	Cc1ccc(C(=O)COC(=O)CNC(=O)Cc2ccccc2)cc1[N+](=O)[O-]	5	-11	-1	-14	1
6	Brc1ccccc1OCCCN1CCOCC1	-1	-3	-3	-1.6	2
7	OCCCN=C1CCCc2c1[nH]c1ccc(Cl)cc21	4	9	2	-0.4	-2
8	Cc1ccc(S(=O)(=O)Nc2cc3c4c(c2)CC(=O)N4CCC3)cc1	7	-2	-12	0.2	-2
9	Cc1cccc(OCC(=O)Nc2ccc(N3CCN(C(=O)c4ccco4)CC3)cc2)c1C	5	1	-8	-2.3	3
10	COc1ccc(/C=C(/NC(=O)c2ccccc2)C(=O)N/N=C/c2ccncc2)c(OC)c1	-7	-3	-12	0.6	1

item	MOR-DOR inv ag	Wnt bcat act	Pemphigus Ab inh	Keap1 Nrf2 FP	C-LANA FP
1	18	3	105	-1	1.4
2	-3	.	106	3	-0.5
3	-1	-3	98	-4	0.0
4	4	2	96	-6	-0.9
5	57*	-3	107	0	0.8
6	9	-3	101	0	0.4
7	2	-6	108	-2	-1.0
8	-1	-3	99	-2	1.2
9	11	-2	100	-6	0.2
10	-4	.	94	-3	4.7

# Later entries
item	Structure	cardiac RTF act	Arr AP2 block	Cardiac RTF inh	OPRM1-OPRD1 ag	V-ATPase pHluor
11	Cc1cccc(-c2nc(CN3CCCC(C(=O)NC4CCCCCC4)C3)c(C)o2)c1 (centres undefined)	-5	21	4	0.1	0
12	COc1ccc(CCNC(=O)COC(=O)c2ccc(OC)cc2OC)cc1	3	17	-14	-1.6	-2
13	C#CCNc1c2c(nc3ncnn13)CC(C)CC2 (centres undefined)	4	-2	-6	0.0	3
14	O=S(=O)(c1ccc(-c2ccon2)s1)N1CCN(CCN2CCOCC2)CC1	5	19	7	-3.0	4
15	C=C(C)CN(CC)C(=O)CC1C(=O)NCCN1C (centres undefined)	3	2	3	-3.1	-1
16	O=S(=O)(Cc1ccccc1)c1nc2ccccc2n1Cc1ccccn1	5	26	-9	-0.9	0
17	O=C(Nc1ccnc(-c2ccncc2)n1)c1cccs1	3	5	2	-1.5	-3
18	O=C1NC(=Nc2ccccc2)S/C1=C\c1cccs1	-1	-4	-6	-1.7	-3
19	c1c2c(cc3sc(N4CCCCC4)nc13)OCCO2	-13	11	2	-2.9	-11
20	COc1ccccc1N1CC(C(=O)Nc2nnc(SCC(=O)NC(C)C)s2)CC1=O (centres undefined)	-2	25	1	-0.2	-1

item	MOR-DOR inv ag	Wnt bcat act	Pemphigus Ab inh	Keap1 Nrf2 FP	C-LANA FP
11	-1	-5	104	0	-1.5
12	8	-6	115	-6	0.7
13	0	0	98	-3	-2.6
14	16	7	106	-6	1.5
15	15	.	100	2	-1.0
16	4	0	96	-1	1.2
17	8	0	104	-3	-0.8
18	9	25	110	-4	0.5
19	16	1	153	-5	-1.0
20	1	1	111	-3	-0.7

# Additional records follow.
item	Structure	cardiac RTF act	Arr AP2 block	Cardiac RTF inh	OPRM1-OPRD1 ag	V-ATPase pHluor
21	O=C(Cn1cc(COc2ccc(C(=O)c3ccccc3)cc2)nn1)c1ccc(O)cc1	1	-12	-7	-4.5	1
22	CNC(=O)c1ccccc1NC(=O)c1ccco1	0	6	5	-3.0	1
23	CCCCCCCN1CCC(=O)N([C@H](CO)Cc2ccccc2)CC1	5	-8	-13	-0.2	0
24	CCOC(=O)C1=C(CC)Nc2ccccc2N=C1NC(=O)c1ccc(C)c(S(=O)(=O)N2CCOCC2)c1	-7	-2	-18	0.1	4
25	COc1ccc(C(=O)N/C(=C/c2ccc(Cl)cc2)C(=O)NCc2ccncc2)cc1	-3	-6	-5	-2.6	-1
26	O=C(Nc1cccc(Cl)c1)Nc1ccccc1NS(=O)(=O)c1cccs1	2	4	4	0.4	-4
27	CCn1c(C)nc2cc(S(=O)(=O)C(F)(F)C(F)C(F)(F)F)ccc21 (centres undefined)	4	6	0	2.7	0
28	CCCCn1c(N)c(N(CCOC)C(=O)c2cc3c(s2)CCC3)c(=O)[nH]c1=O	-3	8	6	-2.6	-1
29	NC(=O)C1CCN(C(=O)CN(C2CCCCC2)S(=O)(=O)c2ccc(F)cc2)CC1	1	17	-14	-0.2	2
30	O=C(Nc1cccc(C(F)(F)F)c1)C(Sc1ncnc2ccccc12)c1ccccc1 (centres undefined)	-1	5	-4	0.7	3

item	MOR-DOR inv ag	Wnt bcat act	Pemphigus Ab inh	Keap1 Nrf2 FP	C-LANA FP
21	21	-1	99	2	0.9
22	17	-4	117	-3	-0.5
23	1	-3	105	-5	-1.6
24	-1	0	103	-3	-0.6
25	13	-2	.	-3	-4.1
26	-3	-3	107	1	0.2
27	-15	0	102	-10	-0.9
28	13	-1	97	1	0.1
29	2	2	.	0	-1.6
30	-4	.	107	0	-1.7

# (further entries)
item	Structure	cardiac RTF act	Arr AP2 block	Cardiac RTF inh	OPRM1-OPRD1 ag	V-ATPase pHluor
31	CCOC(=O)/C(C#N)=N/Nc1c(S(=O)(=O)Cc2ccco2)csc1C(=O)OC	0	-3	2	-4.4	0
32	COc1cc2c(cc1OC)C(C)N(C(=O)c1ccc(Cl)c(S(=O)(=O)N3CCCCC3)c1)CC2 (centres undefined)	0	-5	-3	-0.7	2
33	COc1ccc(/C=N/n2c(=O)[nH]c3c([nH]c4ccc(Br)cc43)c2=O)cc1CN1CCOCC1	-11	0	-10	1.6	1
34	CC(NC(=O)C(=O)N/N=C/c1ccc(Cl)cc1)c1ccccc1 (centres undefined)	0	7	0	0.9	-2
35	CC1CCCCC1NC(=O)c1ccc(S(=O)(=O)N2CCN(C)CC2)cc1 (centres undefined)	3	2	-3	-0.5	2
36	CCOC(=O)c1c(C)[nH]c(C)c1C(=O)CSc1nc2ccccc2c(=O)n1-c1ccc(CC)cc1	1	-2	-6	2.0	4
37	O=C(NC1CCCCC1)[C@H](CSCc1ccccc1)N1Cc2ccccc2C1=O	5	7	-6	-1.7	2
38	COc1ccc(CCNC(=O)Cc2ccc(OCc3ccccc3)c(OC)c2[N+](=O)[O-])cc1OCc1ccccc1	-4	-1	-3	-0.5	-1
39	CCc1ccc(CNC(=O)CCS(=O)(=O)Cc2ccc(C)cc2)cc1	9	19	-12	-0.2	-2
40	O=C(CN1C(=O)/C(=C/c2ccc(F)cc2)SC1=S)N1CCN(CCc2ccccn2)CC1	-1	-8	-2	2.0	2

item	MOR-DOR inv ag	Wnt bcat act	Pemphigus Ab inh	Keap1 Nrf2 FP	C-LANA FP
31	22	1	.	4	-1.4
32	3	0	.	-4	-0.3
33	-9	-5	94	-1	-1.1
34	-5	0	104	-1	-0.3
35	3	-3	116	-2	-1.8
36	-10	-3	101	-1	0.3
37	9	-3	108	-4	2.0
38	2	.	89	0	0.7
39	1	-2	99	-1	0.4
40	-10	0	92	-6	-0.3

# Ordered by the number under Pemphigus Ab inh (smallest number first): 3 of the compounds above.
No. | molecule | Pemphigus Ab inh
33 | COc1ccc(/C=N/n2c(=O)[nH]c3c([nH]c4ccc(Br)cc43)c2=O)cc1CN1CCOCC1 | 94
39 | CCc1ccc(CNC(=O)CCS(=O)(=O)Cc2ccc(C)cc2)cc1 | 99
34 | CC(NC(=O)C(=O)N/N=C/c1ccc(Cl)cc1)c1ccccc1 (centres undefined) | 104

# (next part)
item	Structure	cardiac RTF act	Arr AP2 block	Cardiac RTF inh	OPRM1-OPRD1 ag	V-ATPase pHluor
41	CCOc1ccc(/C=N/NC(=S)NC2CC3C=CC2C3)cc1 (centres undefined)	.	-11	.	.	0
42	COc1ccc(CCNC(=O)C2CC(c3ccc(C(F)(F)F)cc3)=NO2)cc1 (centres undefined)	3	.	-2	0.1	-2
43	Cc1cccc(C)c1NC(=O)CSc1nnc(C)c(=O)[nH]1	-5	22	2	-0.4	0
44	O=C(Cn1cccc1C(=O)c1ccccc1)NCc1ccccc1Cl	-1	-18	-10	-0.1	0
45	CN(C(=S)Nc1ccc(F)cc1)C1(c2ccccc2Cl)CCCCC1=O (centres undefined)	-5	4	-5	1.2	2
46	Cc1cc(Cl)ccc1OCC(=O)Nc1ccccc1CO	-8	5	-6	3.5	-1
47	Cc1cccc(-c2nc(CSCC(=O)NCc3cccs3)c(C)o2)c1	-6	6	-18	3.8	-3
48	Cc1cc2ccccn2c1C(=O)c1ccccc1F	-5	6	-2	0.4	1
49	C=CCNC(=O)CSc1nnc(-c2ccc(S(=O)(=O)N3CCCC3)cc2)n1C	-4	-4	-9	1.4	-2
50	O=C(O)c1[nH]c2ccc(Cl)cc2c1CC(=O)N1CCN(C(=O)c2ccco2)CC1	-3	34	0	-2.8	0

item	MOR-DOR inv ag	Wnt bcat act	Pemphigus Ab inh	Keap1 Nrf2 FP	C-LANA FP
41	.	0	82	-6	-1.2
42	0	1	101	-2	-0.2
43	2	2	87	1	-0.8
44	1	13	.	1	-0.5
45	-6	.	105	6	0.1
46	-20	17	99	2	-0.8
47	-24	-2	.	-6	1.6
48	-2	6	104	-2	-0.2
49	-11	0	116	-2	-0.1
50	12	.	90	2	3.0

# Further compounds.
item	Structure	cardiac RTF act	Arr AP2 block	Cardiac RTF inh	OPRM1-OPRD1 ag	V-ATPase pHluor
51	Cc1ccc2oc(=O)c3cnn(CC(=O)N4CCN(c5ccccc5)CC4)c3c2c1	-2	9	-5	0.3	2
52	CC(C)(C)n1[nH]c2c3c(ccc2c1=O)C(=O)c1ccccc1C3=O	12	6	3	6.9	-1
53	COCC(=O)N1CCC(Oc2ccc(C(=O)NCCCn3cccn3)cc2)CC1	-3	1	-2	-3.0	-1
54	COc1cccc(C2CC(=O)NC(SC)=C2C#N)c1 (centres undefined)	2	-2	-4	-2.8	-1
55	Cc1ccc(-c2nnc(N3CCOCC3)c3ccccc23)cc1S(N)(=O)=O	-5	-10	-3	-1.3	1
56	O=C(CSCc1cc(=O)n2ccsc2n1)Nc1ccccc1	-5	-14	0	-2.6	2
57	CCCCC(=O)Nc1nc2c(OC)ccc(OC)c2s1	6	-4	3	1.0	-4

item	MOR-DOR inv ag	Wnt bcat act	Pemphigus Ab inh	Keap1 Nrf2 FP	C-LANA FP
51	-2	2	102	1	-1.1
52	-38	-11	94	-5	1.8
53	15	0	.	-6	0.0
54	14	-3	102	-1	-1.0
55	7	0	119	-3	1.1
56	14	0	.	-1	-0.1
57	-6	0	66	-6	0.6
